From PubChem
PvdQ acylase: P. aeruginosa PvdQ acylase inhibitors, primary screen, biochemical, fluorescence, plate reader and imaging, single point. PvdQ acylase [Pseudomonas aeruginosa LESB58]. purified PvdQ acylase. inhibition, % at 10 µM. 340,000 tested, 0.063% active. AID 488965, 2010; in the data active means inhibition above about 30%, passing the limit was not always enough;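 further: 0% = vehicle neutral wells and 100% = reference inhibitor wells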
SR-BI HDL uptake: inhibitors of SR-BI mediated HDL lipid uptake, primary screen, ldlA[mSR-BI] cells, fluorescence, single point. Scavenger receptor class B member 1 (Mus musculus), Q61009. inhibition, % at 12.5 µM. ldlA[mSR-BI] CHO cells, DiI-HDL uptake fluorescence, 3 h. AID 488896, 2010. 320,000 tested, 0.96% active;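 active means mean replicate inhibition of at least 70% and a set share of replicates each scoring 70 or more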;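 further: 0% = median of neutral control wells and 100% = median of positive control wells; values of inactives mirror those of a sister screen read the other way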
Target sequence (Q61009 whole entry, looked up): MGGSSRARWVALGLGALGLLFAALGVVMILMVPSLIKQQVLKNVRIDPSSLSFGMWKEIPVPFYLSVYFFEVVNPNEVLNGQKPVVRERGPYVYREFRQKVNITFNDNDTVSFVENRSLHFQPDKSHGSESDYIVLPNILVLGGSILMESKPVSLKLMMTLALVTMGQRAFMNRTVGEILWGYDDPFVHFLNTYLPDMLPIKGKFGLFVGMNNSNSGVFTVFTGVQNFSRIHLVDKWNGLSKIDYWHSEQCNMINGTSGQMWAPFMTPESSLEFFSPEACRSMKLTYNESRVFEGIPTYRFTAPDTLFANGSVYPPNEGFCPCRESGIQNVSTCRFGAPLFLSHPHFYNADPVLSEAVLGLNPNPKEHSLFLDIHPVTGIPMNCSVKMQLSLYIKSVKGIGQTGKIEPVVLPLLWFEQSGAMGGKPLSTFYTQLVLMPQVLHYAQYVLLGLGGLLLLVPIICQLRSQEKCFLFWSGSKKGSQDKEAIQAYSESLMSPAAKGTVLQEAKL
NSD2 HMT inh: NSD2 histone methyltransferase inhibitors, primary screen, biochemical, AlphaScreen, single concentration, set 2; Histone-lysine N-methyltransferase NSD2 (Homo sapiens), O96028; NSD2 peptide methylation, 120 min; inhibition, % at 12.5 µM; 310,000 tested, 0.54% active; AID 743445, 2014; in the data active means inhibition above about 50%
SR-BI DiI-HDL act: activators of SR-BI mediated DiI-HDL uptake, primary screen, ldlA[mSR-BI] CHO cells, DiI fluorescence; 3 h; 100 = double the neutral-control signal; activation, % at 12.5 µM; 320,000 tested, 0.096% active;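 active means mean replicate activation of at least 60% and every replicate at or above 60%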;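 further: 0% = median plate neutral-control signal and 100% = twice that signal; values of inactives mirror those of a sister screen read the other way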
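material = CHO ldlA[mSR-BI] cells | medium = Ham's F12 with 0.5% BSA, HEPES 25 mM, pH 7.4 | reagent = fluorescent DiI-HDL, 10 µg/mL final | compound dosing = single-point compound dose | incubation = 3 h, 37 °C | measured by = bottom-read fluorescence, 550/595 nm | measure = HDL uptake via cellular fluorescence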
Rtt109 HAT inh: inhibitors of C. albicans Rtt109/Vps75 HAT, primary screen, biochemical, ThioGlo CoA-SH fluorescence, plate reader; inhibition, % at 34.9 µM; Histone acetyltransferase RTT109 (Candida albicans (strain SC5314 / ATCC MYA-2876)), …; purified Rtt109/Vps75, 4 h; AID 540336, 2011; 330,000 tested, 0.16% active;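 active means inhibition of at least 50% in every replicate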
MITF TRPM1 HTS: activators of MITF-driven TRPM1 promoter reporter, primary screen, cell-based, SK-MEL-5, luciferase, single point. SK-MEL-5 TRPM1-promoter luciferase, 24 h; % of positive control, neutral wells = 0. activation, % at 12.5 µM. 300,000 tested, 0.75% active. AID 588334, 2011;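 active means mean activation of at least 80% with every replicate also reaching 80%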;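 further: 0% = neutral control wells and 100% = parthenolide positive control wells; values of inactives mirror those of a sister screen read the other way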
PfHsp90 set2: growth inhibition of PfHsp90-expressing yeast, primary screen, antimalarial PfHsp90 inhibitor project, S. cerevisiae, BacTiter-Glo luminescence, single point, set 2. BacTiter-Glo ATP, 48 h; yeast lacking PDR1 and PDR3 efflux regulators. 310,000 tested, 0.32% active. AID 504621, 2011. inhibition, % at 9.4 µM;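 active means every replicate shows inhibition above about 80%, whatever the replicate mean, limit read from the data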;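 further: 0% = DMSO neutral controls and 100% = 20 µM radicicol positive controls; yeast relying on Plasmodium falciparum Hsp90 in place of its own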
CAL PDZ FP-1: untagged CAL PDZ binding inhibitors, primary screen, biochemical, fluorescence polarization, HTS; Golgi-associated PDZ and coiled-coil motif-containing protein (Homo sapiens), Q9HD26; purified CAL PDZ, TMR-peptide fluorescence polarization, 1 h; inhibition, % at 24.9 µM; 300,000 tested, 0.92% active; AID 602252, 2012;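 active means mean inhibition of at least 30% with at least half of replicates also reaching 30%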;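 further: 0% = DMSO neutral control and 100% = excess unlabeled competitor peptide PRC23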
CAL PDZ FP-2: CAL PDZ peptide-binding inhibitors, primary screen, biochemical, fluorescence polarization, Cer-tagged CAL PDZ, HTS; inhibition, % at 20 µM; 330,000 tested, 0.02% active; Golgi-associated PDZ and coiled-coil motif-containing protein (Homo sapiens), Q9HD26; purified CAL PDZ, TMR-peptide fluorescence polarization, 1 h; AID 504414, 2011;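 active means highest replicate inhibition of at least 40%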;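 further: plate controls were DMSO neutral control wells for no effect and unlabeled competitor peptide control wells for full effect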
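Control set: unlabelled peptide and DMSO controls / Material: purified CerCALP PDZ construct / Timing: 1 h incubation at room temperature before polarization reading / Doses: 20 µM, one dose / Detection: fluorescence polarization (mP)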
dFosB act: activators of delta FosB homodimer, primary screen, biochemical, fluorescence polarization, TAMRA-CDK5 oligo, single point; Protein FosB (Mus musculus), P13346; purified delta FosB; percent of positive-control signal above neutral wells; activation, % at 25 µM; 340,000 tested, 0.99% active;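 active means mean activation above about 17%, with every replicate also reaching it, limit read from the data, passing the limit was not always enough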;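 further: fluorescence polarization rise as delta FosB binds a TAMRA Cdk5 AP-1 oligo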
Target sequence (P13346 whole entry, looked up): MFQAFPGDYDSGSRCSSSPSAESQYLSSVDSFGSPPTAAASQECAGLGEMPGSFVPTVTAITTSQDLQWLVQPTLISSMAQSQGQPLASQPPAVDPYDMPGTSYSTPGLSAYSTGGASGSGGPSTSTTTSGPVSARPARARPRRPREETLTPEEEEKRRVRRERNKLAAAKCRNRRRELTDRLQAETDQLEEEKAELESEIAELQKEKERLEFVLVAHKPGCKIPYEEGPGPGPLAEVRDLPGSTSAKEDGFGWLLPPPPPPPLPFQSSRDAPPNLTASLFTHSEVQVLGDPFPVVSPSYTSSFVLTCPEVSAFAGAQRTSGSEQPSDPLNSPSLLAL
* marks the source's active call; other numbers are inactive results; nt = not tested or not shown.

structure	CAL PDZ FP-1	Rtt109 HAT inh	SR-BI HDL uptake	SR-BI DiI-HDL act	dFosB act	NSD2 HMT inh	PfHsp90 set2	CAL PDZ FP-2	PvdQ acylase	MITF TRPM1 HTS
CC(=O)Nc1ccc(S(=O)(=O)N[C@@H](C)C(=O)OCC(=O)c2ccc(C)cc2)cc1	2.3	-3.4	49.5	-49.5	-2.2	-1.8	-11.8	0.6	-1.6	-9.5
CCCC1(c2ccccc2)NC(=O)N(CCN2C(=O)c3ccccc3C2=O)C1=O (stereo unspecified)	-4.8	-9.5	-14.4	14.4	4.0	-0.6	15.3	-0.2	-10.5	-6.6
COc1ccc(C(=O)N2CCN(C(=O)c3ccc(-c4ccccc4)cc3)CC2)cc1OC	-3.5	10.4	44.9	-44.9	1.7	-0.7	-23.2	-0.9	8.4	3.1
CC(=O)NS(=O)(=O)c1ccccc1	-1.5	nt	-0.5	0.5	-7.3	-1.1	-8.9	-1.8	-0.5	0.9
CCOC(=O)C(NC(=O)C1C(C)N1S(=O)(=O)c1ccc(C)cc1)C(=O)OCC (stereo unspecified)	-3.2	-0.5	-45.8	nt	-2.7	-4.9	0.1	-1.1	-17.6	4.3
O=C(CCc1ccccc1)N1CCN(c2ccccn2)CC1	-0.2	3.1	-16.4	16.4	0.1	-1.4	-11.4	-2.6	2.6	-0.7
Cc1cc(C)nc(Sc2ncnc(N)c2[N+](=O)[O-])n1	11.0	6.0	-9.1	9.1	-3.5	5.9	3.3	0.8	12.4	-36.1
CCOc1ccc(Nc2oc(Cc3ccccc3)nc2C#N)cc1	-0.9	4.6	5.3	-5.3	9.8	1.9	-18.1	-0.3	-1.8	66.2
COc1ccccc1OCCNc1ccc(S(=O)(=O)N2CCCC2)cn1	0.1	1.0	-30.6	30.6	-8.1	-0.3	nt	-2.8	-10.5	-4.4
CSc1cccc(NC(=O)C2C3C=CC4(O3)C2C(=O)N(CCN2CCOCC2)C4C(=O)NC2CCCCC2)c1 (stereo unspecified)	11.8	-0.9	nt	nt	-8.3	-4.9	-64.5	-0.6	-9.1	-2.3

Further records follow.
structure	CAL PDZ FP-1	Rtt109 HAT inh	SR-BI HDL uptake	SR-BI DiI-HDL act	dFosB act	NSD2 HMT inh	PfHsp90 set2	CAL PDZ FP-2	PvdQ acylase	MITF TRPM1 HTS
COCCn1c(=S)[nH]c2sc3c(c2c1=O)CCC(C)C3 (stereo unspecified)	-5.7	-0.7	-13.9	13.9	-11.1	5.8	-78.8	-2.9	0.9	6.5
COc1cccc(/C=C/C(=O)OCC(=O)NC(=O)NC2CCCC2)c1	nt	5.0	-9.0	9.0	-14.7	1.0	7.5	0.5	-10.7	14.1
CCCn1c(=N)c(C#N)cc2c(=O)n3ccccc3nc21	-0.6	-44.8	-15.7	15.7	2.0	-2.3	-15.9	-2.0	-14.2	5.6
O=C(CNC(=O)c1cccc(OC(F)F)c1)OCC(=O)c1ccccc1	23.2	6.5	nt	nt	-6.3	1.2	nt	0.1	-11.6	4.0
CCN(C(=O)CN1C=NS(=O)(=O)c2ccccc21)c1ccccc1	-3.2	-1.8	-27.1	27.1	2.1	-0.6	11.7	-1.5	-8.7	8.9
CC1(C)CC[C@]2(C(=O)O)[C@H](O)C[C@]3(C)C(=CCC4[C@@]5(C)C[C@H](O)[C@H](O)[C@@](C)(CO)C5CC[C@]43C)[C@@H]2C1 (stereo partly specified)	-2.7	-4.3	-10.6	10.6	7.8	nt	-38.5	-0.2	-14.0	3.8
O=C(NCc1ccco1)C1Cc2cc(Cl)ccc2O1 (stereo unspecified)	-3.0	-5.8	nt	nt	-6.4	6.3	-34.7	-2.6	10.2	nt
O=C(N/N=C/c1ccoc1)c1ccccc1F	-0.2	-11.5	39.2	-39.2	-4.5	2.1	-4.2	-1.7	2.8	16.0
Cc1cc(C(=O)OCC(=O)NCc2ccc3c(c2)OCO3)c2ccccc2n1	-4.2	3.4	-39.8	39.8	-16.9	1.9	-17.4	-2.6	-9.0	7.4
COC(=O)c1ccccc1CCC(C)=O	-1.4	1.5	-20.6	20.6	-2.2	-0.3	2.2	-0.4	-18.1	-4.8

Later entries
structure	CAL PDZ FP-1	Rtt109 HAT inh	SR-BI HDL uptake	SR-BI DiI-HDL act	dFosB act	NSD2 HMT inh	PfHsp90 set2	CAL PDZ FP-2	PvdQ acylase	MITF TRPM1 HTS
COc1ccc(C)c2sc(N3CCCC3)nc12	-0.5	-6.4	10.6	-10.6	1.8	1.2	nt	-0.5	-4.2	nt
O=C(O)c1ccc(OCC(F)(F)F)nc1	-0.1	-20.9	-5.2	5.2	4.1	-3.6	6.0	-1.2	-7.1	nt
CC(=O)Nc1cccc(C(=O)NC2CCCc3c2cnn3-c2ccccc2F)c1 (stereo unspecified)	-2.8	-7.6	-17.3	17.3	6.6	-2.1	-1.8	-1.3	-5.6	16.9
COc1ccccc1NC(=O)c1nn(-c2cccc(C(F)(F)F)c2)ccc1=O	27.3	18.9	nt	nt	-8.1	1.4	-30.9	-3.2	4.5	19.1
COc1ccc2ccccc2c1/C=N/NC(=O)c1nnn(-c2nonc2N)c1C(C)C	-4.0	0.7	77.3*	-77.3	8.5	2.8	-4.6	-0.4	-19.5	5.3
Cc1cc(C(=O)COC(=O)c2ccc(Cl)c(S(N)(=O)=O)c2)c(C)n1CC1CCCO1 (stereo unspecified)	nt	7.0	15.0	-15.0	-11.8	2.1	1.9	-0.4	-13.9	13.1
COc1cc(-n2c(=O)c3ccccc3n(Cc3ccccc3)c2=O)cc(OC)c1OC	-4.6	10.2	-24.9	24.9	9.3	2.2	7.1	1.7	1.6	-0.4
COc1ccc2cc([C@@H](C)C(=O)O)ccc2c1	-3.3	1.1	-4.5	4.5	3.7	nt	-11.9	-0.6	-4.8	4.9
COc1ccc(NC(=O)O/N=C/c2ccccc2Cl)cc1	-5.8	10.5	-4.4	4.4	5.7	-1.3	17.4	-1.5	-2.2	50.8
COc1ccc(OCCCCN(C)Cc2ccccc2)cc1	-6.5	0.3	-24.6	24.6	1.0	9.6	-16.6	nt	-9.9	5.5

Further structures:
structure	CAL PDZ FP-1	Rtt109 HAT inh	SR-BI HDL uptake	SR-BI DiI-HDL act	dFosB act	NSD2 HMT inh	PfHsp90 set2	CAL PDZ FP-2	PvdQ acylase	MITF TRPM1 HTS
COc1ccc2c(Cl)c(C(=O)N/N=C/c3cccnc3)sc2c1	-8.0	10.6	nt	nt	-17.1	-2.5	-3.4	-3.2	-15.5	-2.2
[N-]=[N+]=CC(=O)CC(c1ccccc1)N1C(=O)c2ccccc2C1=O (stereo unspecified)	2.2	2.6	-8.9	8.9	-1.1	0.5	18.6	-2.0	-11.1	16.1
O=C(CNc1ccc2ccccc2c1)N/N=C/c1ccc(C(=O)O)cc1	-3.3	nt	-17.6	17.7	-8.2	7.8	-3.9	-2.0	2.8	-15.3
CC(=O)N=c1cccc(NC(C)=O)n1O	2.5	-24.4	-11.3	11.3	-2.6	-4.5	nt	-1.1	-6.2	-2.9
COC(=O)[C@]1(Cc2ccccc2)N[C@H](CN(C)C(C)=O)[C@@H]2C(=O)N(Cc3ccccc3)C(=O)[C@@H]21	-2.4	7.7	-10.1	10.1	-0.4	nt	-13.4	-0.8	-1.9	5.1
COc1ccc(CNCCS(=O)(=O)NN2CCOCC2)cc1	0.2	7.3	-5.2	5.2	1.0	nt	9.4	-0.4	-11.3	11.2
CN(C)CCN(C(=O)c1cccc2ccccc12)c1nc2cc3c(cc2s1)OCO3	-1.8	35.5	10.7	-10.7	41.0*	5.1	-4.4	-0.7	10.5	-6.7
COc1ccccc1OCC(=O)NNC(=O)c1ccc(F)c(S(=O)(=O)N2CCOCC2)c1	-9.0	-8.4	-5.6	5.6	-5.8	3.5	-8.0	-0.5	-14.7	4.5
C=CCn1c(SCC(=O)Nc2cccc(C)c2)nnc1-c1cnccn1	nt	15.6	-7.1	7.1	-4.4	-1.7	-3.4	0.3	7.4	1.7
COc1ccc(CCNc2cn[nH]c(=O)c2Cl)cc1OC	-4.5	-3.3	5.8	-5.8	-7.9	-0.4	12.5	-3.2	-11.2	8.3

Following part.
structure	CAL PDZ FP-1	Rtt109 HAT inh	SR-BI HDL uptake	SR-BI DiI-HDL act	dFosB act	NSD2 HMT inh	PfHsp90 set2	CAL PDZ FP-2	PvdQ acylase	MITF TRPM1 HTS
CCCN1CCN(S(=O)(=O)c2ccc3c(c2)NC(=O)C(C)S3)CC1 (stereo unspecified)	-3.3	-1.0	-14.7	14.7	-6.6	-1.3	-14.7	-2.0	-11.1	-1.7
Clc1ccc(N2CCN(c3nc4nonc4nc3N3CCSCC3)CC2)nc1	-1.2	-2.0	nt	nt	-1.7	nt	44.3	-0.1	-8.2	7.8
CN(C)S(=O)(=O)c1ccc(C(=O)NC(=O)CSc2nncs2)cc1	0.7	-1.2	-34.9	34.9	3.1	-1.3	8.1	0.4	-5.7	nt
CCN(C(=O)c1cccc(S(=O)(=O)N2CCCCC2)c1)C1CCS(=O)(=O)C1 (stereo unspecified)	nt	5.3	-28.3	28.3	-2.9	-5.5	-11.6	-1.0	-6.8	2.1
Cn1ncc(Cl)c1C(=O)NCC1CCCO1 (stereo unspecified)	-3.4	-3.8	-9.4	9.4	-3.6	-1.4	0.0	-1.1	-2.9	-2.0
CC(=O)Nc1nnc(SCC(=O)c2ccc(F)cc2)s1	-1.4	7.1	51.8	-51.8	-1.9	0.2	-21.0	0.5	5.8	17.2
O=C(COc1cccc2cccnc12)N/N=C/c1ccc(O)cc1	11.7	7.0	4.2	-4.2	18.5*	-3.0	-6.6	-3.2	-6.0	-17.8
CN1C(=O)/C(=C/c2ccc(OCc3ccccc3F)cc2)NC1=S	6.8	-0.4	20.6	-20.6	-12.9	-3.5	-7.4	1.0	-9.5	1.5
CC1CCN(CCCNC(=O)C2CCC(=O)N2C2CCCC2)CC1 (stereo unspecified)	-2.2	-11.2	-11.0	11.0	0.0	-0.3	14.0	-2.5	-7.9	6.7
O=C(CN1C(=O)NC2(CCCC2)C1=O)N1CCN(c2ccc(C(F)(F)F)cc2[N+](=O)[O-])CC1	nt	-1.5	11.6	-11.6	0.7	-0.7	-5.4	-1.7	9.4	-3.6
CCc1c(C)nc(SCCOc2ccc(OC)cc2)[nH]c1=O	nt	2.9	-12.0	12.0	-2.6	nt	12.3	-1.3	-13.4	-2.5
